# ERAP1 HTS inh = human ERAP1 aminopeptidase inhibitors, primary screen, biochemical, single point, plate reader | AID 652197, 2013 | Endoplasmic reticulum aminopeptidase 1 (Homo sapiens), Q9NZ08 | recombinant ERAP1, Leu-AMC fluorescence, 60 min | inhibition, % at 10.7 µM | actives 0.15% (n = 340,000);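 active means mean replicate inhibition of at least 30%, or all replicates individually reaching that 30% level; inactive means mean below 30% and not every replicate reaching it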;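 further: 0% = neutral control wells and 100% = L-leucinethiol positive control wells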
# Target sequence (Q9NZ08 whole entry, looked up): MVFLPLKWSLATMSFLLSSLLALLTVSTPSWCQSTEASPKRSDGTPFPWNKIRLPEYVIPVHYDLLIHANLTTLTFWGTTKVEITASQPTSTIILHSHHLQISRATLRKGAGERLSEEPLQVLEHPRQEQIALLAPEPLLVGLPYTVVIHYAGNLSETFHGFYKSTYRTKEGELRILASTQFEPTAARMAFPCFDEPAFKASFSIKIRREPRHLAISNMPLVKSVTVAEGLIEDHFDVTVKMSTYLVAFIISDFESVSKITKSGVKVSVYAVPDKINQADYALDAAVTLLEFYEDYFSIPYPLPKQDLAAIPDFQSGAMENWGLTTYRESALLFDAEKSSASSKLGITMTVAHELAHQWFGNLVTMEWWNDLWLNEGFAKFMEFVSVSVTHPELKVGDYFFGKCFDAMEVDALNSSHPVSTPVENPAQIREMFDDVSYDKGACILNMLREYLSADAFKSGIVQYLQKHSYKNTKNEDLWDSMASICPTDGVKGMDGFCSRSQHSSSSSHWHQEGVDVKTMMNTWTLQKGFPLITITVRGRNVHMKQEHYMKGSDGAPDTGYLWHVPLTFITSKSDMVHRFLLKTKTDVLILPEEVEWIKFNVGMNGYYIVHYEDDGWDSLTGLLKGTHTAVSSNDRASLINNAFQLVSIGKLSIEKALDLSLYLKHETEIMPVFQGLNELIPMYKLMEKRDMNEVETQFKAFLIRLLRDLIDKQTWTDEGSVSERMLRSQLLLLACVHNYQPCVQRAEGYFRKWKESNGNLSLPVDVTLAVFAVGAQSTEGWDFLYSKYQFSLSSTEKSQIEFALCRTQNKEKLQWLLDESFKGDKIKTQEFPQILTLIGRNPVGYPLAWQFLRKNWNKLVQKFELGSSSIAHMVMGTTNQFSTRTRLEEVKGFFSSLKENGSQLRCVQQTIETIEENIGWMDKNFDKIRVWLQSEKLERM
# EWS-Fli block = EWS/Fli-driven NR0B1 reporter inhibitors, primary screen, A673 cells, NR0B1 luciferase, luminescence, MLPCN library; viability-normalised; inhibition, % at 12.6 µM; actives 0.67% (n = 350,000); AID 651661, 2012;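 active means mean inhibition of at least 50% after viability correction, with every replicate also passing that limit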;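 further: firefly luciferase signal divided by Alamar Blue viability fluorescence both relative to DMSO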
# FN deposition inh = inhibitors of fibronectin matrix deposition, primary screen, AH1F cells, Alexa488-fibronectin fluorescence, plate reader; actives 0.086% (n = 350,000); inhibition, % at 12.6 µM; AID 743247, 2014; AH1F fibroblasts, overnight;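 active means mean inhibition across replicates of 30% or more, regardless of how many single replicates reach that level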;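 further: positive control wells lacked labelled fibronectin entirely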
#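 test system = AH1F fibroblasts assembling fluorescent fibronectin matrix | quantity = 10000 AH1F cells per well | buffer or medium = DMEM plus 2% serum, read in PBS | doses = single dose, pinned | incubation = 1 h cell attachment, overnight exposure to compound and label | detection = fluorescence at 485 nm excitation, 525 nm emission | read-out basis = inhibition from reduced deposited-fibronectin fluorescence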
# PAX8 inh HTS = inhibitors of PAX8-driven TPO luciferase reporter, primary screen, RMG-I cells, single concentration; AID 652154, 2013; actives 1.2% (n = 360,000); SteadyGlo, 24 h; inhibition, % at 12.6 µM;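 active means mean replicate inhibition at least 60% with every replicate also reaching 60%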;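 further: luciferase light reporting Pax8 driven TPO promoter activity; plate controls were median of neutral control wells for no effect and mitoxantrone controls for full effect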
# S100A4 MyoIIA = inhibitors of S100A4-myosin IIA peptide binding, primary screen, biochemical, fluorescence polarization, TAMRA-MyoIIA peptide; Protein S100-A4 (Homo sapiens), P26447; inhibition, % at 10.7 µM; actives 0.14% (n = 360,000); AID 652163, 2013;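 active means mean inhibition of at least 70% across replicates, with every replicate also reaching that level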
# Target sequence (P26447 whole entry, looked up): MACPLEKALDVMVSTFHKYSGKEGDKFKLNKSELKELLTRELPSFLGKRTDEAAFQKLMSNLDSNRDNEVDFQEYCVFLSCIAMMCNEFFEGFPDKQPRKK
#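 Compound dosing: one dose per compound; test system: human S100A4 monomer with TAMRA-labelled myosin IIA peptide; probe or stimulus: TAMRA-labelled myosin IIA heavy-chain peptide probe, 5 nM; medium: HEPES buffer with Ca2+, pH 7.2; schedule: 5 min incubation before reading; benchmarks: neutral control DMSO, positive control TFP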
# PGC1a acetyl inh = inhibitors of PGC1a acetylation signal, primary screen, cell-based, U2OS, AlphaScreen, inhibitor mode; AID 651687, 2012; inhibition, % at 15.6 µM; actives 0.17% (n = 350,000); AlphaScreen anti-acetyl-lysine; with virally co-expressed GCN5 acetyltransferase;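 active means every replicate shows inhibition of at least 40%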;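 further: 0% = neutral control wells and 100% = positive control wells; some results beyond the cut were filed as inactive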
# LGR2 inh = inhibitors of bursicon-induced LGR2 CRE-luciferase signal, primary screen, cell-based, HEK293, CRE-luciferase reporter, bursicon stimulation | Drosophila bursicon receptor LGR2 (rickets) | actives 0.35% (n = 380,000) | bursicon-stimulated, 4 h | inhibition, % at 9.99 µM;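 active means drop in luminescence signal, shown as inhibition above about 50% in the replicate tests, limit read from the data, passing the limit was not always enough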;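 further: agonist challenge used bursicon conditioned medium at about half maximal strength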
# PglD inh = C. jejuni PglD acetyltransferase inhibitors, primary screen, biochemical, DTNB colorimetric, single point | UDP-N-acetylbacillosamine N-acetyltransferase PglD (Campylobacter jejuni) | purified PglD enzyme, DTNB colorimetric CoA detection | inhibition, % at 12.5 µM | actives 0.098% (n = 360,000); in the data active means inhibition above about 16%, passing the limit was not always enough; further: strong numbers were not always called active
# * marks the source's active call; other numbers are inactive results; . = not tested or not shown; & = joins results of further samples.
SMILES,ERAP1 HTS inh,EWS-Fli block,FN deposition inh,PAX8 inh HTS,S100A4 MyoIIA,PGC1a acetyl inh,LGR2 inh,PglD inh
Cc1ccc(C(=O)NC(C)C(c2cccs2)N2CCCC2)s1 (centres undefined),-3,-1,4,-5,-5,3,3,.
Cc1ccc(C)c(NC(=O)c2cc(S(=O)(=O)N3CCCCC3)c[nH]2)c1,-4,6,2,1,2,5,-2,.
COc1ccccc1S(=O)(=O)N[C@@H]1CC[C@@H](CCNC(=O)C2CCCC2)O[C@@H]1CO,4,9,-1,-18,-3,-6,-8,4
CC(C)C#Cc1cnc2c(c1)C(=O)N([C@H](C)CO)C[C@H](C)[C@@H](CN(C)S(=O)(=O)c1cn(C)cn1)O2,0,-1,0,.,11,-2,-8,2
Cc1noc(C)c1NC(=O)N(C)C[C@H]1OCCCC[C@@H](C)Oc2ccc(N(C)C)cc2C(=O)N([C@@H](C)CO)C[C@H]1C,2,-4,.,1,9,11,4,-2
O=C(Nc1nc(-c2ccco2)c(-c2ccco2)s1)C1CC(=O)N(c2ccc3c(c2)OCCO3)C1 (centres undefined),.,.,4,4,.,-3,.,-10
COc1ccc(OCCCC(=O)Nc2nc(-c3ccccn3)cs2)cc1,0,31,-3,-4,1,.,4,0
O=[N+]([O-])c1ccccc1NCc1ccccc1Cl,1,2,3,-20,-5,.,6,.
Cc1ccc2nc(-c3ccccc3)nn2c1,-1,72*,4,.,-5,-1,86*,1
CC(C)(C)OC(=O)N(CCc1ccccc1)Cc1ccc(OCc2cccc(NC(=O)c3ccccc3)c2)cc1,.,8,10,29,1,-8,-5,-2
CCOC(=O)C=Nc1c(N)n(C)c(=O)n(C)c1=O,.,.,-8,9,.,-4,-5,4
CCOC(=O)N1CCC(NC(=O)c2cnn3ccccc23)CC1,-2,-3,-1,8,-1,-2,-4,1
O=C(O)c1ccc(N=NN2CCCCC2)cc1,-3,-55,5,-110,3,-10,-8,.
C[C@@H](O)C#Cc1cnc2c(c1)C(=O)N([C@@H](C)CO)C[C@H](C)[C@H](CN(C)Cc1cccc(F)c1)O2,-2,-8,1,.,2,19,13,-2
CCN(CC)CCNC(=O)C(C)c1nn(CC)c(=O)c2ccccc12 (centres undefined),0,-1,.,.,3,.,5,.
CCCC(=O)Nc1ccc2c(c1)C(=O)N(C)[C@@H]1CC[C@H](CC(=O)NCc3ccccc3Cl)O[C@@H]1CO2,-2,-4,-5,12,-39,-9,-6,1
FC(F)(F)c1cc(N2CCNCC2)c2ccccc2n1,-2,8,-2,7,-7,.,.,.
CC(C)(C)OC(=O)NNC(=O)NC12CC3CC(CC(C3)C1)C2,1,10,-4,-5,5,.,-15,.
C[C@H](CO)N1C[C@H](C)[C@H](CN(C)CC2CCCCC2)OCCCC[C@H](C)Oc2ccc(NC(=O)Nc3ccccc3)cc2C1=O,-5,22,6,97*,6,9,13,-2
CC(C)NC(=O)N(C)C[C@@H]1Oc2ccc(NC(=O)Nc3ccccc3)cc2C(=O)N([C@H](C)CO)C[C@@H]1C,0,-1,.,1,9,-5,7,0
CNCCCOc1cccc(Oc2ccccc2)c1,2,-1,-5,-9,1,-1,10,.
N#Cc1cnn2ccc(-c3ccc4c(c3)CCC4)nc12,7,-22,-5,-9,-3,1,-25,1
COCCCNC(=S)N1CCN(c2ccccc2)CC1,4,4,12,11,0,.,-9,.
COc1cccc(-c2cnc(C(O)c3ccc(C)cc3)[nH]2)c1 (centres undefined),4,-12,3,-21,-6,6,-39,-1
COc1ccc2[nH]c3c(Cl)ncnc3c2c1,0,1,-3,-4,1,.,-6,.
CCOC(=O)N1CCN(C(=O)Cn2ccc3ccccc3c2=O)CC1,.,.,3,10,.,5,.,1
O=C(Cc1cccnc1)N1CC(=O)N2[C@H](CO)[C@@H](c3ccc(C4=CCCCC4)cc3)[C@@H]2C1,2,-5,-2,-14,4,6,4,.
COc1cc(SC)ccc1C(=O)N(C)CC(=O)Nc1cccc2ccccc12,0,0,4,13,65,.,1,6
CCOC(=O)[C@H](Cc1c[nH]c2ccccc12)NC(=O)CN=[N+]=[N-],0,28,.,5,8,-6,.,.
COc1ccc(CN(C)C[C@H]2OCCCC[C@H](C)Oc3ccc(NC(=O)CCC(F)(F)F)cc3C(=O)N([C@H](C)CO)C[C@H]2C)cc1,9,3,.,29,6,-11,-1,-1
Cc1ccccc1C(=O)NC(CC(C)C)C(=O)Nc1ccc(F)c([N+](=O)[O-])c1 (centres undefined),1,6,-2,3,-2,10,6,.
COc1ccc(Cl)cc1CC1(C)C(=O)Nc2ccc(S(=O)(=O)NC3CCCCC3)cc21 (centres undefined),1,-7,5,14,4,-30,11,8
COc1ccc(CCNc2ncccc2C#N)cc1OC,-4,-110,0,-164,-2,4,-35,7
Cc1occc1C(=O)N1CCC2(CCCN(Cc3ccc(F)c(F)c3)C2)C1 (centres undefined),-3,13,-10,4,-4,.,-4,9
COc1ccc(NC(=O)C23CC4CC(C2)CC(n2cnc(Br)n2)(C4)C3)cc1OC,0,5,.,.,0,5,5,-1
CO[C@H]1CN(C)C(=O)c2ccc(NC(=O)C3CCOCC3)cc2OC[C@@H](C)N(Cc2cccnc2)C[C@@H]1C,1,3,-3,14,-4,-4,3,2
CCc1nnc(NC(=O)C2CC(=O)N(C3CCCCC3)C2)s1 (centres undefined),2,1,-1,5,0,.,10,4
CN(CC(=O)Nc1ccc(F)cc1)C(=O)COC(=O)COc1ccc(C#N)cc1,0,9,2,2,-3,.,1,-1
CCS(=O)(=O)Nc1ccc2c(c1)C(=O)N(C)C[C@@H](OC)[C@@H](C)CN(C(=O)C1CC1)[C@@H](C)CO2,0,9,-6,-4,0,0,-1,-1
CCN(CC(=O)Nc1cccc(F)c1)CC(=O)Nc1ccccc1OC,0,-7,-11,4,-3,-4,-21,2
C/C(=N/NS(=O)(=O)c1ccc(C)cc1)c1ccc2c(c1)OCO2,-1,4,9,-4,60,1,7,7
CCOc1ccc(NC(=O)CC)cc1,0,-2,-13,-13,2,.,-16,.
CC[C@H](C)/C=C(C)/C=C/c1cc2c(cn1)C(=O)[C@@](C)(OC(C)=O)C(O)=C2Cl,-2,-18,.,.,-13,5,.,2
CC(C)C#Cc1cnc2c(c1)C(=O)N([C@@H](C)CO)C[C@@H](C)[C@H](CN(C)C(=O)Nc1cc(F)ccc1F)O2,1,15,.,.,9,0,2,-3
CCC(=O)N1[C@H](CO)[C@@H](c2ccccc2)[C@H]1CN(C(C)C)S(C)(=O)=O,3,-2,1,-3,-6,18,-1,0
COc1ccc(NC(=O)Nc2cccc3c2O[C@@H](CN(C)S(=O)(=O)c2cn(C)cn2)[C@@H](C)CN([C@@H](C)CO)C3=O)cc1,0,0,.,.,2,0,8,2
CCCCNC(=O)C1(C)CCCCN1Cc1ccccc1-c1ccccc1 (centres undefined),7,31,4,25,3,.,9,-3
COc1cc(C(=O)NCC(=O)NC(C)CCc2ccccc2)cc(OC)c1OC (centres undefined),2,-7,4,15,0,.,5,4
CCN(CC)CCCNC(=O)CNC(=O)c1nn(-c2ccc(OC)cc2OC)c(=O)c2ccccc12,0,-9,-6,10,2,.,-15,0
C[C@@H](CSc1ccc(Br)cc1)CN1CC[C@H](NC(=O)OCc2ccccc2)CCC1=O,-7,17,-7,23,-22,3,10,1
Cc1cc(C)n2nc(SCC(=O)c3c(N)n(CC(C)C)c(=O)n(C)c3=O)nc2n1,0,0,.,9,-1,1,1,.
CCOC(=O)C1=C(COC(=O)c2cccc(N(C)C)c2)NC(=O)NC1C (centres undefined),3,-96,-6,-174,-2,0,-54,-1
O=C(COc1ccccc1)OCc1csc(Nc2ccccc2)n1,10,4,5,-20,-4,.,-14,-9
CC(=O)Nc1ccc(S(=O)(=O)N(CC(=O)NC2CC2)Cc2ccccc2)cc1,-4,-2,6,-1,-10,1,6,-5
COc1ccc(S(=O)(=O)Nc2ccc3c(c2)C(=O)N([C@@H](C)CO)C[C@@H](C)[C@@H](CN(C)Cc2ccc4c(c2)OCO4)O3)cc1,-3,5,0,14,-3,-2,-15,-3
O=C(c1ccc(F)cc1)N1CCC(C(=O)N2CCN(S(=O)(=O)c3cccc([N+](=O)[O-])c3)CC2)CC1,2,7,-1,13,-14,.,7,-1
O=C(NC[C@@H]1[C@H](c2ccccc2)[C@@H](CO)N1C(=O)Cc1cccnc1)C1CC1,-1,3,-28,-14,4,-4,5,0
COc1ccc(C2OC(=O)CC2C(=O)NCc2ccccc2Cl)cc1OC (centres undefined),-2,8,.,4,0,.,8,1
CCc1cccc2sc(N(CCCN3CCOCC3)C(=O)CS(=O)(=O)c3ccccc3)nc12,-7,-3,3,-9,0,.,1,-1
COc1ccccc1CNC(=O)CSc1ccc(-c2cccc([N+](=O)[O-])c2)nn1,-1,14,13,16,-20,-9,10,4

# Reprinted from the part before: 5 entries; new compounds follow.
SMILES,ERAP1 HTS inh,EWS-Fli block,FN deposition inh,PAX8 inh HTS,S100A4 MyoIIA,PGC1a acetyl inh,LGR2 inh,PglD inh
O=C(c1ccc(F)cc1)N1CCC(C(=O)N2CCN(S(=O)(=O)c3cccc([N+](=O)[O-])c3)CC2)CC1,2,7,-1,13,-14,.,7,-1
O=C(NC[C@@H]1[C@H](c2ccccc2)[C@@H](CO)N1C(=O)Cc1cccnc1)C1CC1,-1,3,-28,-14,4,-4,5,0
COc1ccc(C2OC(=O)CC2C(=O)NCc2ccccc2Cl)cc1OC (centres undefined),-2,8,.,4,0,.,8,1
CCc1cccc2sc(N(CCCN3CCOCC3)C(=O)CS(=O)(=O)c3ccccc3)nc12,-7,-3,3,-9,0,.,1,-1
COc1ccccc1CNC(=O)CSc1ccc(-c2cccc([N+](=O)[O-])c2)nn1,-1,14,13,16,-20,-9,10,4
COC(=O)C1=C(C)N(C)C(=NCc2ccc(C(F)(F)F)cc2)NC1c1ccc(C(F)(F)F)cc1 (centres undefined),-1,8,-3,-12,-3,.,-9,.
CCCC(=O)N(C1CC(C)C(C#N)(C#N)C1(C#N)C#N)N(C)C (centres undefined),-1,14,16,68*,-6,-29,-19,.
O=C1OCCC1=CN1CCCCC1,1,-10,4,-6,-8,-5,-10,2
CCC(C)C(NC(=O)C1CCC(C)CC1)C(=O)Nc1ccc(OC)cc1OC (centres undefined),.,-8,-5,1,-3,-2,0,1
Cc1ccc2c(CN3CCN(Cc4ccc5c(c4)OCO5)CC3)cc(=O)oc2c1C,-4,-1,3,.,-3&19,10,2,-2&5
COc1ccccc1OCc1cc(C(=O)N2CCN(C)C(c3ccccc3)C2)no1 (centres undefined),-3,-77,2,.,-3,-1,-127,1
C[C@H]1CN([C@@H](C)CO)S(=O)(=O)c2ccc(-c3cccc(C(=O)N(C)C)c3)cc2O[C@H]1CN(C)C(=O)Nc1ccc(F)cc1,-2,-1,10,.,-1,1,-4,0

# Compound activity from PubChem.
